UHRF1 MBD2 ctr: UHRF1 methylated DNA binding inhibitors, primary screen, counter-screen for MBD2 inhibitor project, biochemical, TR-FRET, human UHRF1, single concentration; E3 ubiquitin-protein ligase UHRF1 (Homo sapiens), Q96T88; UHRF1 binding to methylated oligo; inhibition, % at 4.4 µM; 0.75% of 370,000 active; AID 687016, 2013; in the data active means inhibition above about 21%;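 further: UHRF1 SRA domain binding a hemimethylated CpG hairpin DNA probe; 0% = median of test compound wells and 100% = reference inhibitor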
MBD2 inh: inhibitors of MBD2 binding to methylated DNA, primary screen, biochemical, TR-FRET, DNA-binding domain, human; AID 686964, 2013; 0.31% of 370,000 active; inhibition, % at 4.4 µM; MBD2 binding to methylated oligonucleotide; in the data active means inhibition above about 13%
Target sequence (Q9UBB5 whole entry, looked up, the tested form may be a part): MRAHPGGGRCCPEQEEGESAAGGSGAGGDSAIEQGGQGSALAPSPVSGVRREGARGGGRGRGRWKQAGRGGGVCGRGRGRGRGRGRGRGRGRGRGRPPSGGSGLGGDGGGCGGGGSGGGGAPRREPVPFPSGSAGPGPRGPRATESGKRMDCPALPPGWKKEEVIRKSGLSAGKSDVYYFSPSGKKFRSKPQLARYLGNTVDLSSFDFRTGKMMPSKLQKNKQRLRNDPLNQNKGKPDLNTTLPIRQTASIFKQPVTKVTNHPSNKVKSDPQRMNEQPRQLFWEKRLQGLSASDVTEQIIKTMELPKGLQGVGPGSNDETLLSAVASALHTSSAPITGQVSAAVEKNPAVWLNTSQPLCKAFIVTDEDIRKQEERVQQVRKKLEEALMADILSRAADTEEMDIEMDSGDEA
TCR CD3 inh: inhibitors of human TCR-CD3 interaction, primary screen, biochemical, fluorescence, TAMRA-labeled TCR probe. T-cell receptor (TCR). inhibition, % at 9.4 µM. 0.37% of 360,000 active; in the data active means inhibition above about 19%;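 further: recombinant mutant TCR 2C K166C tagged with TAMRA read by polarization; 0% = receptor in buffer alone and 100% = receptor with positive control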
PRMT1 FP inh: PRMT1 methyltransferase inhibitors, primary screen, biochemical, fluorescence polarization | Protein arginine N-methyltransferase 1 (Homo sapiens), Q99873 | recombinant PRMT1, activity-based probe fluorescence polarization | 1.3% of 370,000 active | inhibition, % at 2.79 µM;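 active means inhibition above about 21% made by adding two undisclosed values, limit read from the data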
NR1D1 modulator: modulators of Rev-erb alpha DNA binding, primary screen, biochemical, FITC-DNA, fluorescence polarization, uHTS. AID 1259318, 2017. activity, % at 10 µM. 0.79% of 370,000 active. Nuclear receptor subfamily 1 group D member 1 (Homo sapiens), P20393. Rev-erbα–FITC-DNA binding, 90 min;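 active means activity above about 14%, limit read from the data; passing the limit was not always enough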;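 further: 0% = DMSO wells with 35 nM protein and 100% = DMSO wells with 750 nM protein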
rCAG RNA binder: binders of r(CAG) RNA repeats, primary screen, biochemical, fluorescence. inhibition, % at 3 µM. 1.3% of 370,000 active. r(CAG) RNA repeat, TO-PRO-1 dye displacement fluorescence;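 active means inhibition above the plate cutoff, the mean of all test compounds on that plate plus 3 SD, cut at about 35% in these data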;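 further: 0% = DMSO alone and 100% = 100 µM mitoxantrone as full dye displacement; higher means more dye released from RNA so lower well fluorescence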
PG9 Ab binder: binders of HIV-1 gp120 antibody PG9, primary screen, biochemical, TR-FRET. TR-FRET gp120-PG9 antibody binding. 0.43% of 360,000 active. inhibition, % at 6.7 µM. HIV-1 gp120 / PG9 antibody interaction. AID 624416, 2012; in the data active means inhibition above about 8.5%
ABHD4 inh: ABHD4 inhibitors, primary screen, biochemical, fluorescence polarization, mouse. 0.54% of 370,000 active. purified mABHD4, FP-Rh probe fluorescence polarization. inhibition, % at 8.92 µM. (Lyso)-N-acylphosphatidylethanolamine lipase (Mus musculus), Q8VD66. AID 720543, 2013;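 active means inhibition exceeding the mean over every tested compound plus 3 SD, cut at about 30% in these data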;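 further: 0% = plate median of compound wells and 100% = S159A mutant with DMSO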
Target sequence (Q8VD66 whole entry, looked up): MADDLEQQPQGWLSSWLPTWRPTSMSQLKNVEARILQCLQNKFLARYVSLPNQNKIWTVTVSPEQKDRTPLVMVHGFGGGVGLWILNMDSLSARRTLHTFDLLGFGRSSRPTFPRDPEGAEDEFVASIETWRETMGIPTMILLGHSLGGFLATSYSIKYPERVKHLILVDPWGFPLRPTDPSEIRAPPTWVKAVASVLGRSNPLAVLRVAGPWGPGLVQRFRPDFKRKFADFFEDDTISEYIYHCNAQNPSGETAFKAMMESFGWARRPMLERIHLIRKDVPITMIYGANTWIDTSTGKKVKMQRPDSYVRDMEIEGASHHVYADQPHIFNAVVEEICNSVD
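Assay system: mABHD4 protein; medium: HEPES pH 7.0, NaCl, Pluronic buffer; dosing: 8.92 µM, single dose; schedule: 45 min + 60 min at 25 °C; signal: FP readout, ex 525 nm / em 598 nm; read-out: normalized percent inhibition of probe labeling; repeats: single replicate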
HTRA1 inhibitor: HTRA1 serine protease inhibitors, primary screen, biochemical, fluorescence polarization, HTS | Q92743 | inhibition, % at 5.96 µM | recombinant HTRA1, FP-rhodamine activity-based probe | 0.5% of 340,000 active; in the data active means inhibition above about 36%;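 further: 0% = enzyme with DMSO and 100% = wells lacking enzyme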
LEDGF integ inh: blockers of LEDGF/p75-dependent integrase strand transfer – biochemical, TR-FRET, high throughput, primary screen; HIV-1 integrase (with human LEDGF/p75); TR-FRET IN-LEDGF/p75 DNA integration, Eu/Cy5; inhibition, % at 3.7 µM; 0.64% of 370,000 active;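 active means inhibition above the screen-wide mean plus 3 SD, cut at about 13% in these data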;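 further: signal is the Cy5 over europium emission ratio at 671 and 618 nm; 0% = plate median of compound wells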
Numbers without * were called inactive; x = no result given. These rows are one share of the data; count on the stated rates, not on these rows.

smiles	UHRF1 MBD2 ctr	MBD2 inh	TCR CD3 inh	PRMT1 FP inh	NR1D1 modulator	rCAG RNA binder	PG9 Ab binder	ABHD4 inh	HTRA1 inhibitor	LEDGF integ inh
C=CCN(CC#Cc1ccccc1)Cc1ccc2c(c1)OCO2	-1.3	-2.6	x	6.2	1.1	0.6	x	4.2	x	-0.3
COc1ccc(OC)c(S(=O)(=O)N2CCC(C(=O)NCc3ccccc3OC)CC2)c1	-0.9	1.2	2.5	3.5	0.3	-2.9	0.0	-2.6	7.8	-0.2
Cc1cc(C)c(NC(=O)c2cnn(C)c2)c(C)c1	-0.7	-0.4	6.5	-1.9	0.7	-1.6	-0.6	2.7	-0.9	2.7
COc1ccc(NC(=O)c2cc(-c3ccc(C)cc3O)n[nH]2)c(OC)c1	-4.5	-6.7	-2.1	-3.4	-2.0	23.1	-0.1	-0.4	-5.8	2.7
COCCCNC(=O)CN(CCc1ccccc1)S(=O)(=O)c1ccccc1	0.5	1.1	-0.1	1.0	-3.8	3.5	0.2	2.2	6.3	0.8
COCCNC(=O)/C(C#N)=C\c1ccc(CNC(=O)C(=O)Nc2ccc(C)c(C)c2)o1	-0.5	-1.5	2.5	-0.9	3.1	2.6	-2.6	-2.5	-5.5	-0.7
O=C(O)C(Cc1ccc(Cl)cc1)Sc1nc2ccccc2[nH]1 (stereo not given)	-3.5	-3.6	-5.9	0.0	-6.8	6.0	1.1	-3.1	2.2	1.6
COc1ccc(OC)c(-n2c(C)cc(/C=C3\C(=N)N4N=C(CC(=O)N5CCOCC5)SC4=NC3=O)c2C)c1	-0.2	2.7	3.2	0.6	-1.8	28.2	-0.4	-7.2	-8.0	0.9
CCOC(=O)N1CCC(NC(=O)CS(=O)(=O)Cc2nc(-c3ccccc3Cl)oc2C)CC1	3.1	1.9	-4.3	2.2	-4.1	-3.9	1.6	10.7	0.3	2.2
Cc1csc(NC(=O)CSc2nnc(-c3ccncc3)n2C)n1	0.4	-2.4	5.8	-3.5	0.9	-0.5	-2.4	3.6	4.9	-4.0
NC(=O)COc1ccc2cc(-c3ccc(F)cc3)c(=O)oc2c1	4.8	3.6	3.2	7.4	-10.4	0.3	0.7	3.1	4.8	-4.5
NNC(=O)c1ccc(COc2ccc3c(c2)CCC3)cc1	-3.8	5.3	4.1	-4.5	3.0	3.1	-2.7	-6.3	3.1	-0.3

Shown with two lines to a compound: part of the list above
Values run as follows: UHRF1 MBD2 ctr	MBD2 inh	TCR CD3 inh	PRMT1 FP inh	NR1D1 modulator	rCAG RNA binder	PG9 Ab binder	ABHD4 inh	HTRA1 inhibitor	LEDGF integ inh
NNC(=O)c1ccc(COc2ccc3c(c2)CCC3)cc1
→ -3.8	5.3	4.1	-4.5	3.0	3.1	-2.7	-6.3	3.1	-0.3
Cc1csc(NC(=O)CSc2nnc(-c3ccncc3)n2C)n1
→ 0.4	-2.4	5.8	-3.5	0.9	-0.5	-2.4	3.6	4.9	-4.0
COCCNC(=O)/C(C#N)=C\c1ccc(CNC(=O)C(=O)Nc2ccc(C)c(C)c2)o1
→ -0.5	-1.5	2.5	-0.9	3.1	2.6	-2.6	-2.5	-5.5	-0.7
Cc1cc(C)c(NC(=O)c2cnn(C)c2)c(C)c1
→ -0.7	-0.4	6.5	-1.9	0.7	-1.6	-0.6	2.7	-0.9	2.7

(listing goes on)
smiles	UHRF1 MBD2 ctr	MBD2 inh	TCR CD3 inh	PRMT1 FP inh	NR1D1 modulator	rCAG RNA binder	PG9 Ab binder	ABHD4 inh	HTRA1 inhibitor	LEDGF integ inh
Cc1cc(C(=O)N2CCN(c3ncccn3)CC2)c2cc(F)ccc2n1	4.3	-4.2	-2.9	1.4	-3.6	-3.0	1.0	7.0	-0.2	0.0
CC(C)OC(=O)CSc1nc2ncccc2[nH]1	0.7	-4.6	2.5	0.1	2.9	4.0	1.0	-1.7	2.0	1.4
CC(=O)Oc1ccc(OC(C)=O)c2c1C1C=CC2CC1	-1.8	0.8	-2.5	5.2	-2.9	5.1	0.9	6.8	5.1	-0.2
CCOC(=O)c1ccc(NC(=O)CSc2nc(SC)ns2)cc1	3.1	-2.0	-6.2	-0.3	4.1	6.8	-2.7	-10.6	-39.3	1.2
Cc1ccc(NC(=O)COC(=O)c2cccc(OC(F)F)c2)cc1S(=O)(=O)N1CCCCC1	-1.4	3.6	5.0	0.4	-0.9	7.4	0.7	-83.6	-82.5	-2.0
O=C(NN1C(=O)/C(=C/c2ccc(O)c([N+](=O)[O-])c2)SC1=S)c1ccccc1Cl	-1.3	-9.3	-12.2	27.8*	16.9*	38.9*	-2.2	49.4*	2.7	5.5
O=C(Nc1cccnc1)C1Cc2c(-c3cccc(F)c3)ccnc2O1 (stereo not given)	-2.3	-4.7	-3.0	-1.9	2.5	-0.1	-0.2	0.7	x	4.5
O=C(Cn1cc(CCO)nn1)N1CCNCC1	20.4	10.0	2.4	3.4	-6.7	8.9	1.2	-5.7	0.9	-3.2
C=CCN=C(NC#N)SCC(=O)c1cccc(OC)c1	-1.2	2.2	0.1	-2.2	0.7	-3.8	0.3	-1.7	-3.0	-2.4
COc1cccc(-c2nc(CSCC(=O)N3CCc4ccccc43)c(C)o2)c1	0.1	-2.8	7.9	-0.6	3.2	3.8	-1.9	-3.9	-1.5	-2.0
O=C(NCc1nnc(SCC(=O)N2CCOCC2)o1)c1cccs1	1.9	1.6	8.2	-0.1	-11.4	0.0	-2.6	-3.5	-4.7	-1.1
O=C(COC(=O)c1ccc(F)cc1Cl)NC1CCS(=O)(=O)C1 (stereo not given)	9.5	5.5	-1.6	1.6	1.6	0.0	1.1	5.7	4.9	-7.1

Following part
smiles	UHRF1 MBD2 ctr	MBD2 inh	TCR CD3 inh	PRMT1 FP inh	NR1D1 modulator	rCAG RNA binder	PG9 Ab binder	ABHD4 inh	HTRA1 inhibitor	LEDGF integ inh
CC12CCC(=O)N1C(C(=O)N1CCN(S(=O)(=O)c3ccccc3F)CC1)CS2 (stereo not given)	0.9	0.7	-4.9	-0.5	7.2	3.5	0.4	-1.0	2.2	-5.8
C/C(CC(=O)Nc1ccc(C)c(Cl)c1)=N\NC(=O)c1ccccn1	-1.3	-2.2	0.0	-0.1	3.3	3.4	-1.4	-13.0	-5.1	-1.1
CCOc1c2ccc(C(=O)NCc3ccc(C)cc3)cc2nn1CC	0.7	2.9	4.2	2.9	4.0	-2.9	1.8	-4.4	-10.0	1.4
COc1ccc(/C=C/C(=O)OCC(=O)NC2CCCC(C)C2C)cc1 (stereo not given)	-2.6	0.8	9.9	-2.3	-4.6	-0.9	0.4	1.1	-2.0	-3.0
O=C(Cn1cncn1)NCc1ccc(Cl)cc1	-3.4	-0.4	0.3	-0.8	-0.8	0.7	-1.1	4.4	6.1	18.9*
CC1(C)CC(=O)C2=C(C1)N(CCN1CCOCC1)C1=C(C(=O)CC(C)(C)C1)C2c1ccc(Cl)c([N+](=O)[O-])c1	0.0	2.6	5.0	-4.6	1.1	-0.8	-0.5	-0.9	1.1	6.4
C/C(=N/NC(=O)c1cccs1)c1cccc(NC(=O)C2CC2)c1	-1.0	4.8	2.4	0.0	-0.6	-0.1	0.3	-5.0	-2.8	5.0
COc1ccc(CC(=O)OCC(=O)c2ccc(S(=O)(=O)N3CCCCC3)cc2)cc1	13.5	5.3	-1.1	0.3	-6.3	9.8	-1.2	1.1	-8.0	-2.1
Cc1ccccc1N1CCN(C2CCCN(C(=O)CCN3CCCCO3)C2)CC1 (stereo not given)	-0.5	0.1	3.3	-1.4	-0.4	-10.0	-1.4	1.4	-4.9	-1.2
Cc1ccc(S(=O)(=O)NC(=O)Nc2ccccc2)cc1	1.6	-1.5	2.0	-1.2	-2.4	-2.7	2.3	-2.7	9.4	2.5
CCOC(=O)C1=C(C)NC(=S)NC1c1ccc(OCC(=O)N2CCCCCC2)c(OC)c1 (stereo not given)	0.3	2.0	2.4	-0.3	-0.3	1.3	-0.6	1.6	-3.1	1.6
N#CC1=C(N)Oc2cc(N)ccc2C1c1ccsc1 (stereo not given)	-4.6	-7.3	1.3	-4.0	-2.1	4.2	-1.9	-5.4	7.8	-2.8

Reprinted from the part before: 2 compounds; new compounds follow.
smiles	UHRF1 MBD2 ctr	MBD2 inh	TCR CD3 inh	PRMT1 FP inh	NR1D1 modulator	rCAG RNA binder	PG9 Ab binder	ABHD4 inh	HTRA1 inhibitor	LEDGF integ inh
CCOC(=O)C1=C(C)NC(=S)NC1c1ccc(OCC(=O)N2CCCCCC2)c(OC)c1 (stereo not given)	0.3	2.0	2.4	-0.3	-0.3	1.3	-0.6	1.6	-3.1	1.6
N#CC1=C(N)Oc2cc(N)ccc2C1c1ccsc1 (stereo not given)	-4.6	-7.3	1.3	-4.0	-2.1	4.2	-1.9	-5.4	7.8	-2.8
CC(=O)Nc1cccc(NC(=O)CSc2ccc(C(F)(F)F)cc2[N+](=O)[O-])c1	-0.1	-2.6	8.1	0.6	-0.5	5.7	0.1	-5.6	-7.6	3.6
CCCNC(=O)COC(=O)/C(C#N)=C/c1cc(C)n(CCC)c1C	-2.7	-7.8	-5.9	1.3	2.4	-4.5	1.2	2.8	4.3	-1.4
Cc1ccc(NC(=O)CCC(=O)NNS(=O)(=O)c2ccccc2)c(C)c1	0.2	-0.5	10.5	1.9	-4.3	-0.7	-2.9	2.9	-5.5	1.4
CC(=O)NCCC(Cc1ccccc1)c1ccco1 (stereo not given)	3.3	-1.9	-3.7	11.4	-0.6	2.4	0.3	12.0	-5.5	-0.3
O=C(Nc1ccccc1)c1cccc(S(=O)(=O)Oc2ccc([N+](=O)[O-])cc2)c1	8.5	-4.2	0.0	0.0	-0.1	1.6	-2.1	-12.6	-52.1	-2.2
Cc1cc(C)c2nncn2n1	0.7	-1.8	-2.5	4.7	-5.2	-0.1	0.0	-2.4	3.3	-2.1
NS(=O)(=O)c1ccc(CCNc2ccccc2[N+](=O)[O-])cc1	-8.5	-14.2	1.6	7.0	20.9*	2.5	-1.0	-1.6	-5.2	1.5
O=C(Nc1ccc(Cl)c(Cl)c1)c1cccc(S(=O)(=O)NCc2cccnc2)c1	-2.2	1.3	32.6*	-0.2	6.4	18.2	-1.3	-58.0	-116.7	2.5
Cc1ccc(NC(=O)C2CCN(S(=O)(=O)c3cnc[nH]3)CC2)cc1C	-0.4	3.1	-4.4	1.0	1.4	1.0	-0.6	2.8	4.2	1.1
COc1ccccc1CN(C)C(=O)COC(=O)c1cc(C)oc1C	-1.0	-4.5	7.9	-1.6	-0.4	-7.1	-1.1	-0.2	4.2	-1.5
COc1ccc(C=C2Cc3ccccc3C2=O)cc1	-3.4	3.5	2.6	-4.6	-13.3	4.0	-1.1	-13.7	x	-0.8
